# hgDAF12 agonist – H. glycines DAF-12 receptor agonists, primary screen, cell-based, luminescence, HEK293, GAL4 fusion, UAS-luciferase | AID 687014, 2013 | hit rate 1.8% among 370,000 | activation, % at 6.8 µM | HEK293 GAL4-hgDAF12 UAS-luciferase reporter, agonist luminescence; normalized to butyrate control;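 active = activation above a cutoff set at the mean of all screened compounds plus 3 SD, cut at about 10% in these data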;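 note: 0% = DMSO wells and 100% = sodium butyrate wells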
# DAX1 inh-1 – DAX1 (NR0B1) inhibitors, primary screen, cell-based, HEK293, Gal4-DAX1, luciferase luminescence | Nuclear receptor subfamily 0 group B member 1 (Homo sapiens), P51843 | HEK293 Gal4-DAX1 luciferase reporter | inhibition, % at 6.75 µM | hit rate 0.99% among 340,000 | AID 504766, 2011;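 active = inhibition above the mean over all tested compounds plus 3 SD, cut at about 4.2% in these data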;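 note: 0% = DAX1-transfected cells with DMSO and 100% = empty-vector control cells with DMSO; inhibition shows as a rise in luminescence from relieved DAX1 repression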
# ADAM17 inh – ADAM17 inhibitors, primary screen, biochemical, QFRET; recombinant ADAM17, EDANS/DABCYL FRET peptide cleavage; hit rate 0.83% among 370,000; inhibition, % at 6.95 µM;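 active = inhibition above the mean of compounds lying between control limits plus 3 SD, set per campaign, cut at about 8.5% in these data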;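 note: 0% = DMSO-only wells as the low control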
# hcDAF-12 act – H. contortus DAF-12 nuclear receptor activators, primary screen, cell-based, luminescence, HEK293, lit1-tk-luc reporter; HEK293 hcDAF-12 lit1-tk-luc reporter; 0% DMSO, 100% Δ7-dafachronic acid; activation, % at 6.8 µM; hit rate 1.4% among 370,000; AID 652067, 2013;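 active = activation above the mean of all tested compounds plus 3 SD, cut at about 5.5% in these data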;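 note: 100% = response to 3 µM Δ7-dafachronic acid high control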
# SMARCA2 act – SMARCA2 (BRM) function activators, primary screen, cell-based, luminescence, high throughput | MG213 cells, MMTV-luciferase reporter, dexamethasone, overnight | activation, % at 9.1 µM | hit rate 1% among 370,000; in the data active = activation above about 7.8%;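 note: 0% = vehicle wells and 100% = reference activator wells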
# GAA850 FXN act – FXN promoter activators, primary screen, cell-based, luciferase luminescence, HEK293 lucGAA850 | hit rate 0.56% among 360,000 | HEK293 lucGAA850 FXN promoter luciferase reporter, 24 h; percent of 10 µM SAHA response | AID 540364, 2011 | activation, % at 6 µM;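 active = activation above the average of all compounds screened plus 3 SD, cutoff fixed separately per campaign, cut at about 7.5% in these data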;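 note: 0% = DMSO wells and 100% = 10 µM SAHA wells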
# ssDAF12 agonist – S. stercoralis DAF-12 nuclear receptor activators, primary screen, cell-based, luminescence, HEK293, GRIP1 co-expression, lit1-tk-luc. activation, % at 6.8 µM. Nuclear hormone receptor DAF-12 (Strongyloides stercoralis). hit rate 1% among 370,000. HEK293 ssDAF-12/GRIP1 lit1-tk-luc reporter; % of 3 µM dafachronic acid response;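 active = activation above the mean over all tested compounds plus 3 SD, cut at about 0.9% in these data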;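 note: 0% = DMSO-only wells and 100% = 3 µM delta7-dafachronic acid wells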
# PG9 Ab binder – binders of HIV-1 gp120 antibody PG9, primary screen, biochemical, TR-FRET. HIV-1 gp120 / PG9 antibody interaction. TR-FRET gp120-PG9 antibody binding. inhibition, % at 6.7 µM. hit rate 0.43% among 360,000. AID 624416, 2012; in the data active = inhibition above about 8.5%
# DAX1 inh-2 – DAX1 (NR0B1) inhibitors on StAR promoter, primary screen, cell-based, luminescence, SF-1 (NR5A1), full-length DAX-1. inhibition, % at 6.8 µM. AID 652010, 2013. hit rate 1.1% among 370,000. HEK293T StAR-luciferase reporter, SF-1/DAX-1 repression relief;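 active = inhibition above the mean over all tested compounds plus 3 SD, cut at about 3.6% in these data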;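 note: 0% = DAX-1 cells with DMSO and 100% = cells lacking DAX-1 with DMSO; higher inhibition means more luminescence from relief of DAX-1 repression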
# GC-A act – GC-A stimulated cGMP production enhancers – HEK293 GC-A cells, cGMP TR-FRET, EC30 ANP, primary screen. Atrial natriuretic peptide receptor 1 (Homo sapiens), P16066. activation, % at 10 µM. hit rate 0.14% among 370,000. 0% at EC30 ANP, 100% saturating ANP; in the data active = activation above about 40%
# Target sequence (P16066 whole entry, looked up): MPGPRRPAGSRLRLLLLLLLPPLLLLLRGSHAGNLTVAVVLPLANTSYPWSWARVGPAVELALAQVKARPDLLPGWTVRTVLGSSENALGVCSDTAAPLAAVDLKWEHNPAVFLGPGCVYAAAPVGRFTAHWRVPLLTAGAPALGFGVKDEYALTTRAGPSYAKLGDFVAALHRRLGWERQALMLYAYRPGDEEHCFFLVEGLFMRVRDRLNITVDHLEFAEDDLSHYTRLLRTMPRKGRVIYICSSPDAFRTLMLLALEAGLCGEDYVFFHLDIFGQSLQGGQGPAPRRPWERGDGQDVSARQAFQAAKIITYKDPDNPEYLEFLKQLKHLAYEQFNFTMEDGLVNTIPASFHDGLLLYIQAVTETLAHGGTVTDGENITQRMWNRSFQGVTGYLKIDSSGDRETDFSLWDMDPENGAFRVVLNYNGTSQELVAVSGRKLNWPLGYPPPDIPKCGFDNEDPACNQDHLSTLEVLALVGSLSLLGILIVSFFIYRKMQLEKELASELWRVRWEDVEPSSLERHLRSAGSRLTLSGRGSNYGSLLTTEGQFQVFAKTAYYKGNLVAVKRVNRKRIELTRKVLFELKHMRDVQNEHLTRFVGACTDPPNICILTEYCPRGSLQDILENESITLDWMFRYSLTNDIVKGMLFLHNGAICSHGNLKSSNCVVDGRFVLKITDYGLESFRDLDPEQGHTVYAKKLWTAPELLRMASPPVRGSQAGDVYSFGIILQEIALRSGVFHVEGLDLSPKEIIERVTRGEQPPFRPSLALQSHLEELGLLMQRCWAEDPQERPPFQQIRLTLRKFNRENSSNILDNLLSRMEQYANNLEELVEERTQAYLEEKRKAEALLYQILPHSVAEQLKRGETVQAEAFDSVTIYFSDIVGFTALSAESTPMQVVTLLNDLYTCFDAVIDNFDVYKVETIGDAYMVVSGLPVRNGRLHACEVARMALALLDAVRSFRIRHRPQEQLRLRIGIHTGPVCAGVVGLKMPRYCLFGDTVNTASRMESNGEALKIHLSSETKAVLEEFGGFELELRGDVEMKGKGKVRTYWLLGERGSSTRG
# ADAM10 inh – human ADAM10 inhibitors, primary screen, biochemical, QFRET, HTS | inhibition, % at 7 µM | Disintegrin and metalloproteinase domain-containing protein 10 (Homo sapiens), O14672 | hit rate 0.62% among 370,000 | AID 720582, 2013 | recombinant ADAM10, EDANS/DABCYL FRET peptide cleavage, 3 h;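 active = inhibition above a per-campaign cutoff equal to the mean of compounds falling between control-based bounds plus 3 SD, cut at about 20% in these data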;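 note: 0% = DMSO wells while the 100% control is not disclosed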
# * = called active by the depositor; . = not tested or not shown.
# Order of values – hgDAF12 agonist	DAX1 inh-1	ADAM17 inh	hcDAF-12 act	SMARCA2 act	GAA850 FXN act	ssDAF12 agonist	PG9 Ab binder	DAX1 inh-2	GC-A act	ADAM10 inh
COc1ccc(-c2nnc(SCC#CCO)o2)cc1OC
  4.5	0.9	-3	-0.4	0	4.7	-0.7	-2.3	-0.6	1	-10
CC1(C)CC2(OC2c2ccccc2)C(=O)c2ccccc21 (stereo not drawn)
  0.5	1.0	0	-1.3	3	0.2	-1.0	-0.8	-0.7	2	-6
CCOC(=O)/C=c1\s/c(=C\c2ccc(C)cc2)c(=O)n1CC(=O)NCc1ccco1
  -2.8	0.1	-2	-3.4	-3	2.5	-1.4	-1.4	-0.2	3	-9
COc1ccc(Cc2nnc(SCC(=O)Nc3cc(Cl)ccc3OC)[nH]c2=O)cc1
  1.1	0.0	-1	2.1	1	0.6	-1.2	-1.6	-0.7	1	4
O=c1c2sc3nc(N4CCOCC4)c4c(c3c2nnn1Cc1ccccc1)CCCC4
  -0.6	0.6	-3	-1.6	0	6.2	-0.3	3.6	1.0	39	-10
O=C(c1ccc(CS(=O)(=O)c2ccccc2)o1)N1CCN(c2ccccc2)CC1
  -0.8	0.4	-3	-1.1	-3	1.1	-0.6	-0.6	0.0	-3	0
Cc1ccc(N2CCN(CCCN3C(=O)C4CCCN4C3=O)CC2)cc1 (stereo not drawn)
  0.1	0.5	1	-1.9	-4	0.6	-0.6	-0.9	-0.8	-3	-1
CCOC(=O)[C@]12CCC=C1N(Cc1ccco1)C(=O)[C@H](CC(=O)N1CCOCC1)C2
  -1.1	.	-2	1.4	-1	.	-0.3	-1.3	2.6	1	-14
Cc1c(CC(=O)NCC(=O)O)c(=O)oc2cc3oc4c(c3cc12)CCCC4
  3.5	0.5	-50	1.7	0	2.9	-0.8	-1.1	0.4	5	-175
O=C(NCc1ccccn1)c1c(O)c2cccc3c2n(c1=O)CC3
  2.2	0.7	-7	-1.6	-1	-0.9	-1.1	2.5	0.7	2	-24
CCOc1ccc(N(C(=O)c2cnccn2)C(C(=O)NC2CCCCC2)c2ccc(O)cc2)cc1 (stereo not drawn)
  3.3	-0.8	1	-0.8	-3	0.6	-1.3	0.3	0.6	5	2
CCOC(=O)C1CCN(C(=O)C2CCN(S(=O)(=O)c3ccc4ccccc4c3)CC2)CC1
  -2.1	0.4	-4	-2.9	-2	-2.0	-1.0	-0.4	-1.6	-9	-11
CCCn1c(SCC(=O)Nc2cccc(F)c2)nc(O)cc1=O
  -2.3	1.0	2	0.2	-2	-0.1	-1.0	-1.2	0.4	4	10
Cc1ccc(C(=O)NC(=S)Nc2ccc(S(=O)(=O)N(C)c3ccccc3)cc2)cc1
  -0.9	1.6	-3	-0.3	0	-0.1	-0.9	0.2	-0.1	-2	1
COc1cccc(NCc2ccc([N+](=O)[O-])s2)c1
  -1.3	-0.7	-4	1.9	-5	1.6	-1.4	0.6	-1.6	-3	1

# Next section, overlapping the part above by 2 compounds.
# Order of values – hgDAF12 agonist	DAX1 inh-1	ADAM17 inh	hcDAF-12 act	SMARCA2 act	GAA850 FXN act	ssDAF12 agonist	PG9 Ab binder	DAX1 inh-2	GC-A act	ADAM10 inh
Cc1ccc(C(=O)NC(=S)Nc2ccc(S(=O)(=O)N(C)c3ccccc3)cc2)cc1
  -0.9	1.6	-3	-0.3	0	-0.1	-0.9	0.2	-0.1	-2	1
COc1cccc(NCc2ccc([N+](=O)[O-])s2)c1
  -1.3	-0.7	-4	1.9	-5	1.6	-1.4	0.6	-1.6	-3	1
Cc1cc(Cl)c2oc(C(=O)N(C)C3CCOC3)c(C)c2c1 (stereo not drawn)
  3.5	2.4	-1	-0.2	2	9.8*	-0.2	-1.0	6.6*	2	-1
c1cnc(-c2nnc3n2CCCCC3)cn1
  -0.8	-0.6	-2	-0.2	-2	4.4	-1.2	-0.1	0.4	-2	-1
O=C1CCCc2oc3ccc(NS(=O)(=O)c4cccc5cccnc45)cc3c21
  -5.7	-0.8	-3	1.3	-4	3.0	0.0	-0.7	-0.7	-7	-6
O=C1Nc2c(Br)cc(Br)c3cccc1c23
  -0.6	0.0	-8	-1.6	-1	2.8	-1.3	-1.8	0.1	1	-19
OC(COc1ccc(Br)cc1)CN1CCCC1 (stereo not drawn)
  0.5	0.3	-1	-1.5	5	1.1	-1.3	-0.6	-0.8	-3	-4
COc1cc(/C=C(\C#N)C(N)=O)ccc1OCc1c(C)no[n+]1[O-]
  1.6	-0.7	1	-1.5	7	1.5	-1.1	-1.0	0.0	3	1
CCOC(=O)[C@H]1[C@H]2COc3ccc(C)cc3[C@@H]2N2C(=O)CN(Cc3ccccc3)C(=O)[C@@]12C
  2.1	-0.8	-1	-2.6	0	-1.9	-1.4	-2.5	0.0	-1	5
COc1ccccc1C(=O)NCCC(=O)N1CCCC(C)C1 (stereo not drawn)
  -1.8	1.6	-4	-1.1	0	0.7	-0.8	-1.2	0.4	2	-10
O=C(O)COCc1nc2ccccc2s1
  0.5	1.8	5	-0.2	-2	0.9	-1.2	2.4	0.5	3	0
O=c1cc(C(F)(F)F)nc(SCc2cccc3ccccc23)[nH]1
  -1.6	0.4	7	1.1	-2	0.8	-0.5	-1.8	-0.9	1	11
Cc1nc2c(C(=O)NCCC(C)C)c[nH]n2c(=O)c1Cc1ccccc1F
  -0.7	-1.0	-5	-0.1	-4	-3.5	-1.0	-1.1	0.5	2	-16
COc1cc(C#Cc2c(-c3cncn3C)n(C)c3ccc(-c4ccc(OC)c(OC)c4)cc23)cc(OC)c1
  -0.1	-0.1	-73	-1.0	1	4.2	-1.5	0.0	-0.7	5	-236
O=C(COc1ncnc2c(Cl)cc(Cl)cc12)Nc1cc([N+](=O)[O-])ccc1Cl
  -2.2	0.1	4	1.2	-2	1.9	-0.7	-1.0	0.7	-2	4
COc1cc(OC)c(S(=O)(=O)Nc2ccccc2N2CCOCC2)cc1NC(C)=O
  2.3	2.0	0	0.9	-4	1.8	-1.4	0.2	0.1	-4	-1
CCOC(=O)CSc1nc(=O)n2cccc(C)c2n1
  -0.1	.	-12	-1.1	-1	2.0	-1.0	-0.9	0.1	2	-38

# A draw from above in order of heavy-atom count, lowest first.
# Order of values – hgDAF12 agonist	DAX1 inh-1	ADAM17 inh	hcDAF-12 act	SMARCA2 act	GAA850 FXN act	ssDAF12 agonist	PG9 Ab binder	DAX1 inh-2	GC-A act	ADAM10 inh
O=C(O)COCc1nc2ccccc2s1
  0.5	1.8	5	-0.2	-2	0.9	-1.2	2.4	0.5	3	0
O=C(COc1ncnc2c(Cl)cc(Cl)cc12)Nc1cc([N+](=O)[O-])ccc1Cl
  -2.2	0.1	4	1.2	-2	1.9	-0.7	-1.0	0.7	-2	4
COc1cc(C#Cc2c(-c3cncn3C)n(C)c3ccc(-c4ccc(OC)c(OC)c4)cc23)cc(OC)c1
  -0.1	-0.1	-73	-1.0	1	4.2	-1.5	0.0	-0.7	5	-236

# (cont.)
# Order of values – hgDAF12 agonist	DAX1 inh-1	ADAM17 inh	hcDAF-12 act	SMARCA2 act	GAA850 FXN act	ssDAF12 agonist	PG9 Ab binder	DAX1 inh-2	GC-A act	ADAM10 inh
COc1ccccc1C(=O)NC(CCSC)C(=O)NCC(c1cccs1)N1CCOCC1 (stereo not drawn)
  2.5	0.8	-3	0.7	-2	-1.4	-1.6	0.8	-1.2	-2	-16
CCCCNC(=O)C1CCN(S(=O)(=O)c2ccc3c(c2)CC(C)N3C(=O)C2CC2)CC1 (stereo not drawn)
  2.1	1.1	-2	-0.2	2	-0.2	-2.1	-0.7	-0.3	-5	-4
CC(C)NC(=O)c1ccc2c(=O)n(Cc3ccco3)c(=S)[nH]c2c1
  3.6	-0.3	-3	5.3	-1	2.7	-0.1	0.1	0.1	2	-1
COc1ccccc1C(=O)NCCC(=O)NCC1CCCO1 (stereo not drawn)
  -3.0	0.9	-6	0.0	-4	1.2	-1.2	2.6	0.4	0	-1
O=C1NC(Cc2ccc(O)cc2)c2nc3cc(F)ccc3c(=O)n2-c2cc(Cl)ccc21 (stereo not drawn)
  -2.1	.	5	0.2	-1	.	-1.2	-1.0	-0.6	-2	17
O=C(NCCCN1CCN(Cc2ccccc2)CC1)C1CCN(S(=O)(=O)N2CCCC2)CC1
  -2.2	-0.3	-3	-1.1	1	2.4	-2.0	-1.0	-0.4	3	0
O=C(CSc1nnc(-c2ccc(O)cc2)n1Cc1ccco1)N1CCc2ccccc2C1
  1.5	-0.2	2	-1.7	-3	-0.6	-1.6	-1.5	-1.5	-13	3
Nn1c(SCC(=O)NCCc2ccc(S(N)(=O)=O)cc2)nnc1C1CCCCC1
  2.3	0.3	-1	0.6	-1	0.1	-0.5	0.2	-0.1	2	-13
CC(NC(=O)c1cccc(OC2CCN(C3CCN(C)CC3)CC2)c1)c1ccccc1 (stereo not drawn)
  0.0	-0.5	-3	2.4	0	2.1	-0.8	-0.9	0.2	-2	-7
Cc1ccccc1OCCCCCCN1CCNCC1
  0.6	2.5	-3	1.2	0	3.2	-0.7	-1.1	-0.1	-2	3
CCc1cccc(NS(=O)(=O)c2c(C)nc3scc(C)n3c2=O)c1
  -1.1	-0.4	-4	-0.4	-3	0.0	-1.3	1.9	0.0	-7	2
CCCNC(=O)CCn1nc(-c2ccc(Cl)cc2)c2ccccc2c1=O
  4.4	5.4*	0	-1.6	-2	-0.7	-2.0	-0.5	0.1	-6	2
COc1cccc2c(=O)c(C(=O)NCc3cccs3)c[nH]c12
  7.2	2.2	-91	0.8	10*	2.9	-0.3	-0.2	0.7	5	-358
O=C(O)c1cccc(-c2nc3ccccc3[nH]2)c1
  8.8	-4.6	-21	1.1	4	5.7	-0.5	-0.3	1.0	-1	-45
CC(=O)Nc1ccc(N=NC2C(=O)N(C(N)=S)N=C2C)cc1 (stereo not drawn)
  1.5	1.0	-3	3.5	1	2.5	-0.7	-13	0.6	-5	9
CN(C)S(=O)(=O)c1cccc(-n2sc3ccccc3c2=O)c1
  -1.2	1.1	6	0.4	3	-1.6	-1.0	0.8	-0.5	4	13
CCN1C(=O)[C@H]2[C@H]3CN=C(SCc4ccc(C(=O)OC)cc4)N3[C@@](C)(C(=O)OC)[C@H]2C1=O
  1.9	-0.2	0	1.2	-2	0.7	-0.7	0.4	-1.0	0	2
CC1=C(C#N)S(=O)(=O)C(C#N)C(c2ccccc2)C1 (stereo not drawn)
  1.5	.	-1	0.7	-4	-0.7	-1.5	0.7	-0.3	-1	2
CCN(CC)CCCN(C(=O)c1cccc(C)c1)c1nc(-c2ccc(OC)cc2)cs1
  0.3	0.4	-7	-1.8	-2	-2.9	-0.3	1.4	0.0	-26	-9
